Compound activity: PubChem BioAssay, Johns Hopkins Ion Channel Center
KCNQ2 block: KCNQ2 channel blockers in CHO-K1 cells – cell-based, FluxOR thallium flux, B-score, primary screen (AID 2156). O88943. 20 min; stronger effect = lower value. B-score at 10 µM. 310,000 tested, 1.1% active;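 active = fluorescence ratio B-score at most minus 3 library SDs, with starting brightness B-score within 2 library SDs, cut at about -5.5 in these data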
Kir21 inh: inhibitors of mouse Kir2.1 inward-rectifier potassium channel | P35561 | HEK293-Kir2.1, FluxOR thallium flux fluorescence; stronger effect = lower value | B-score at 10 µM | 310,000 tested, 0.85% active | AID 1672;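 active = fluorescence ratio B-score at or below minus 3 SD of library scores, with starting-brightness B-score within 2 SD, cut at about -4.2 in these data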;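 also: channel flux triggered by added potassium and thallium sulfate stimulus; B-score of peak minus minimum fluorescence over baseline after thallium stimulus; more negative B-score means stronger Kir2.1 block with less thallium influx; some compounds called inactive have numbers as strong as hits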
Target sequence (P35561 whole entry, looked up): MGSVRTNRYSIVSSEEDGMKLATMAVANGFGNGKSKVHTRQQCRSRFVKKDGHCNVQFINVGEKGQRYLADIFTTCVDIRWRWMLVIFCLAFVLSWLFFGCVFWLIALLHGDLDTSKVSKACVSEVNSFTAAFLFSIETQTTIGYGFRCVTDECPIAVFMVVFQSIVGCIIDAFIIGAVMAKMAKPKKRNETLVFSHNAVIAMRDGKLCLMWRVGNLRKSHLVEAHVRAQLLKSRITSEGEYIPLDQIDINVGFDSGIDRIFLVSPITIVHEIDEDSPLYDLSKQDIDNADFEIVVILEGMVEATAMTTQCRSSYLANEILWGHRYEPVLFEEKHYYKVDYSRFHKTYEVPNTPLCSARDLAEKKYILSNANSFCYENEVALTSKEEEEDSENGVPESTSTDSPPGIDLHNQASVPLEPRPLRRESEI
* hit, by the source's call; i = inactive. Rows are unselected (roughly 1.9% active in at least one column).

SMILES	KCNQ2 block	Kir21 inh
O=[N+]([O-])c1ccc(-c2n(-c3ccccn3)c3ccccc3[n+]2-c2ccccn2)cc1	i	-0.62
O=c1cc(CO)oc(C(Nc2cccc(C(F)(F)F)c2)c2ccccn2)c1O (stereo not given)	i	-1.4
COC(=O)Cn1c(=NC(=O)c2ccc(S(=O)(=O)N3CCOCC3)cc2)sc2cc(S(N)(=O)=O)ccc21	i	0.6
COc1ccc(CNc2ccc(Br)cc2)cc1	i	-0.4
CCCN=C1CC(C)(C)CC(=O)/C1=C(/O)CCC	i	2.23
COc1ccc(/C=N/Nc2ncnc3sc(C)c(C)c23)cc1	i	0.4
COc1c(-c2ccc([N+](=O)[O-])cc2[N+](=O)[O-])c(=O)n(C)c(=O)n1C	i	-0.09
CC(Oc1ccc2ccccc2c1)C(=O)NNC(=S)NC(=O)c1ccco1 (stereo not given)	i	0.24
O=C(CN1CCN(S(=O)(=O)c2ccc(Br)cc2)CC1)N/N=C/c1ccc(Cl)c([N+](=O)[O-])c1	i	0.67
O=C(CCSc1ccccc1)NCCSCc1ccco1	i	1.04
O=C(CCCN1C(=O)C2C3C=CC(C3)C2C1=O)N1CCN(c2ccccc2)CC1 (stereo not given)	i	1.12
Cc1cccc(OCCC(=O)Nc2ccccc2C(N)=O)c1	i	-0.37
O=C(CSC1CS(=O)(=O)c2cc([N+](=O)[O-])ccc21)NNC(=O)c1ccc(Cl)cc1 (stereo not given)	i	-0.19
COC(=O)C1=C(C(=O)OC)[C@@H]2N(C)c3ccccc3[C@@]23C[C@@H](CO)N=C3N1	i	-2.73
C=CCN1C(=O)[C@@H]2Cc3c([nH]c4ccccc34)C(c3ccc(O)cc3)N2C1=S (stereo not given in full)	i	-1.15
CCN(CC)CCn1c2c(c(SCC(=O)Nc3cccc4ccccc34)nc1=O)CCC2	i	-0.59
Cc1ccc(-c2noc(C3CCCN(C(=O)c4ccccc4)C3)n2)o1 (stereo not given)	i	0.25
CCN1CCN(c2ccc(S(=O)(=O)N3CCCCC3)cc2NC(=O)/C=C/c2ccc(F)cc2)CC1	i	-2.36
NC(=S)N=Nc1c(O)n(Cc2ccc(Br)cc2)c2ccccc12	i	-1.93
CC1(C(=O)O)CCC(C(N)=O)C1(C)C (stereo not given)	i	0.29
CCC(C)NC(=O)CN(c1cc(Cl)ccc1OC)S(C)(=O)=O (stereo not given)	i	1.02
O=c1[nH]c(=S)[nH]cc1Oc1ccc(Cl)cc1Cl	i	-0.36
COCCC(=O)Nc1ccc2c(c1)CN(C(=O)CSC)CC2	i	-0.19
O=C(NCCc1ccc(Cl)cc1)C1CCC(CNc2nc(=S)[nH]c3ccccc23)CC1 (stereo not given)	i	-0.98
CC(C)Cc1nnc(NC(=O)CCC(=O)NC2CCCc3ccccc32)s1 (stereo not given)	i	0.26
CC/C(=N\NC(=O)CSCc1ccccc1Cl)c1ccc2c(c1)OCCO2	i	-0.01
COc1ccc(S(=O)(=O)CCC(=O)N2CCN(c3ccc([N+](=O)[O-])cc3)CC2)cc1	i	1.5
NC(=O)c1ncc(C(F)(F)F)cc1Oc1cccc(F)c1	i	0.26
CCc1ccccc1NC(=O)COC(=O)c1cccs1	i	0.25
CC12CCC(C(=O)N(CC(=O)O)C1=O)C2(C)C (stereo not given)	i	0.02
CCOC(=O)N1CCN(S(=O)(=O)c2ccc(OCC(=O)OC)c(Cl)c2)CC1	i	0.5
O=C(Cc1n[nH]c(=O)c2ccccc12)NCc1ccccn1	i	0.36
CCOC(=O)c1c(NC(=O)C2C3C=CC(C3)C2C(=O)O)sc2c1CCCC2 (stereo not given)	i	1.52
O=C(c1ccc2c(c1)OCO2)N1CCN(c2ncccn2)CC1	i	0.22
COc1ccc(CSCCNC(=S)Nc2ccccc2)cc1Cl	i	-2.97
Cc1csc2ncc(C(=O)Nc3ccccc3Cl)c(=O)n12	i	1.42
COCc1cc(=O)n2[nH]c(N)nc2n1	i	-1.09
CC(C)C(OC(=O)CCC(=O)Nc1nccs1)C(=O)NC1CCCCC1 (stereo not given)	i	-0.39
CCC(Sc1nc2cc3c(cc2c(=O)n1Cc1ccco1)OCO3)C(=O)NCCOC (stereo not given)	i	1.04
COC(=O)NC1(C(=O)O)CCCC1	i	-0.46

The closing 3 compounds of the part before come first, to join the parts.
SMILES	KCNQ2 block	Kir21 inh
CC(C)C(OC(=O)CCC(=O)Nc1nccs1)C(=O)NC1CCCCC1 (stereo not given)	i	-0.39
CCC(Sc1nc2cc3c(cc2c(=O)n1Cc1ccco1)OCO3)C(=O)NCCOC (stereo not given)	i	1.04
COC(=O)NC1(C(=O)O)CCCC1	i	-0.46
COc1ccc(OCC(=O)NC(=S)Nc2ccc3c4c(cccc24)CC3)cc1	i	0.04
Cc1ccc(C)c(NC(=O)c2ccccc2Sc2ccc([N+](=O)[O-])cc2Cl)c1	i	-0.02
Cc1cc(C)nc(/N=C(\N)Nc2ccc(F)c([N+](=O)[O-])c2)n1	i	-1.03
CCCCNCc1cc(OCC)c(OCC)cc1Br	i	-0.7
CCCc1cc(=O)n2[nH]c(NCc3ccccc3F)nc2n1	i	-0.64
COc1ccc(S(=O)(=O)N2CCC(C(=O)N3CCc4ccccc4C3)CC2)cc1OC	i	-0.24
N#Cc1ccc(OCC(=O)Nc2cccc(S(=O)(=O)NC3=NCCCCC3)c2)cc1	i	-0.37
O=C(NCc1ccccc1)C1CCN(S(=O)(=O)c2ccc(Cl)cc2)CC1	i	-1.65
Cc1ccc(/C=N/NC(=S)N2CCOCC2)cc1	i	0.08
Cc1cccc(NC(=O)CNc2cc(C)ccc2C)c1	i	-0.83
CCOc1ccc(CC2c3cc(OCC)c(OCC)cc3CCN2C(=O)CN2CCN(C)CC2)cc1OCC (stereo not given)	i	-3.3
CC(C)Cc1nnc(NC(=O)CCN2C(=O)c3ccccc3C2=O)s1	i	0.05
COc1ccc(N2CCN(C(=O)c3cccnc3)CC2)c([N+](=O)[O-])c1	i	0.18
COc1ccc(N=C2SCC(=O)N2Cc2ccccc2)cc1	i	0.71
CCN(CC1COc2ccccc2O1)C(=S)NC1CC2CCC1C2 (stereo not given)	i	0.22
CC(=O)NCCn1c(SCc2ccccc2C)nc2ccccc2c1=O	i	-1.53
CCOc1ccccc1NC(=O)NC1(C(=O)NCC2CCCO2)CCCCC1 (stereo not given)	i	-0.64
O=C(CCN1CCN(CC(=O)Nc2ccccc2F)CC1)Nc1ccccc1F	i	-0.14
COc1ccc(OC)c(NC(=O)CSc2nc(C)cs2)c1	i	-0.33
CCOC(=O)N1CCC(N2Cc3cccc(C(=O)N4CCN(c5cccc(Cl)c5)CC4)c3C2=O)CC1	i	1.25
c1ccc(C(c2nnnn2Cc2cccs2)N2CCN(C3CCCC3)CC2)cc1 (stereo not given)	i	-0.8
COC(=O)c1ccc(CSc2cc(C)c3ccccc3n2)o1	i	1.91
Cc1ccc2cccc(S(=O)(=O)Nc3ccc4c(c3)OCO4)c2n1	i	-5.32*
CCCOc1cccc(-c2nn(-c3ccccc3)cc2/C=C(\C#N)C(=O)NCCCn2ccnc2)c1	i	-0.47
O=C(NCCF)C1Nc2ccc(OC(F)(F)F)cc2C2C=CCC12 (stereo not given)	i	0.58
CC(C)Cc1nc2ccccc2[nH]1	i	-0.02
CC(=O)c1ccc(NC(=O)CC2S/C(=N/N=C3CCCCCC3)NC2=O)cc1 (stereo not given)	i	2.31
C=C(C)CSc1nnc([C@@H]2CCCN2)o1	i	1.91
COc1ccc(C(=O)NCC(=O)N/N=C/c2c(C)[nH]c3ccccc23)cc1OC	i	2.15
COC(=O)c1ccc(OCCOc2ccccc2)cc1	i	0.03
COc1ccc(C(=O)CSc2nnc(-c3cccs3)n2-c2ccccc2)cc1	i	1.14
CCSc1nnc(NC(=O)/C=C/c2ccc3c(c2)OCO3)s1	i	0.73
CCCn1c(N)c(C(=O)COC(=O)CCS(=O)(=O)c2ccc(C)cc2)c(=O)[nH]c1=O	i	2.17
COc1ccc(C2CC(O)(C(C)(C)O)NO2)cc1 (stereo not given)	i	-0.48
Cc1nc2ccc(C(=O)NCc3ccc4c(c3)OCO4)cc2s1	i	-0.86
Cc1ccc(CCNC(=O)c2cc(-c3ccncc3)nc3ccc(S(=O)(=O)N4CCOCC4)cc23)cc1	i	1.95
CCOC(=O)C1CCCN(C(=O)c2cc3cc(Br)ccc3oc2=O)C1 (stereo not given)	i	1.18
CN1CCN(c2ncnc3sc(-c4ccccc4)cc23)CC1	i	-2.21
CCn1c(O)c(N=NC(=O)CNc2cccc(C)c2)c2ccccc21	i	-2.05
CCOC(=O)c1[nH]c2ccc(OC)cc2c1NC(=S)N1CCN(c2ccccc2)CC1	i	0.94

Some of the entries so far, with the structure last.
KCNQ2 block | Kir21 inh | SMILES
i | 2.17 | CCCn1c(N)c(C(=O)COC(=O)CCS(=O)(=O)c2ccc(C)cc2)c(=O)[nH]c1=O
i | -0.48 | COc1ccc(C2CC(O)(C(C)(C)O)NO2)cc1 (stereo not given)
i | -0.86 | Cc1nc2ccc(C(=O)NCc3ccc4c(c3)OCO4)cc2s1
i | 1.95 | Cc1ccc(CCNC(=O)c2cc(-c3ccncc3)nc3ccc(S(=O)(=O)N4CCOCC4)cc23)cc1
i | 1.18 | CCOC(=O)C1CCCN(C(=O)c2cc3cc(Br)ccc3oc2=O)C1 (stereo not given)
i | -2.21 | CN1CCN(c2ncnc3sc(-c4ccccc4)cc23)CC1

Following part:
SMILES	KCNQ2 block	Kir21 inh
O=C1/C(=C/c2ccc(O)c(O)c2)SC(=S)N1Nc1ccccc1	i	-0.77
CCc1ccc(/C=N/Nc2nn[nH]n2)cc1	i	-0.08
CCOc1c(Cl)cc(/C=N/O)cc1OC	i	-1.24
CCOCCCn1c(=S)[nH]c2cc(C(=O)NCCN(CC)CC)ccc2c1=O	i	-0.02
O=C(CNc1cc(S(=O)(=O)N2CCCC2)ccc1OCC(F)(F)F)Nc1ccc(SC(F)F)cc1	i	0.92
COc1ccc(N=C2S/C(=C\c3cccs3)C(=O)N2CC(C)C)cc1	i	-2.18
COC(=O)C1=C(C)NC(=O)CC1c1cccc(Cl)c1Cl (stereo not given)	i	-0.59
CCOc1ccc2[nH]c(=O)c(CN(CCOC)C(=O)N3CCOCC3)cc2c1	i	1.75
Cc1noc(C)c1COc1ccc(C(=O)NNC(=O)c2ccccc2O)cc1	i	-0.64
O=C(CNC(=O)c1cccnc1)N/N=C/c1cc(Br)c(O)c(Br)c1	i	-0.12
Oc1cccc(C(O)CNCc2ccc(OCc3ccc(Cl)cc3Cl)cc2)c1 (stereo not given)	i	-1.87
COc1cc(C(=O)N(c2ccc(C)c(C)c2)C2C=CS(=O)(=O)C2)cc(OC)c1OC (stereo not given)	i	-0.22
NC(=O)C1CCN(Cc2nc3ccccc3c(=O)[nH]2)CC1	i	1.97
COc1ccc(/C=C2\CCn3c2nc2ccccc2c3=O)cc1OC	i	0.01
COC(=O)c1ccc(/C=N\NC(=O)CC(=O)NCCc2ccccc2)cc1	i	0.02
CCOC(=O)c1sc(Nc2nc(C)cc(C)n2)nc1C	i	-0.86
CCCc1cc(=O)oc2cc(C)cc(OCC(=O)N3CCC(C(=O)O)CC3)c12	i	0.2
O=C(NC(=S)Nc1cccc(Cl)c1)c1cncc(Br)c1	i	1.02
Cc1ccnc(NC(=O)c2ccc([N+](=O)[O-])s2)c1	i	-1.15
O=S(=O)(Nc1cc2nc3ccccc3nc2n1Cc1ccccc1)c1ccc(Cl)cc1	i	-9.53

Entries of single compounds, quoted from the list. Order of values: KCNQ2 block, Kir21 inh
`O=C1/C(=C/c2ccc(O)c(O)c2)SC(=S)N1Nc1ccccc1` as listed: i, -0.77
`Cc1ccnc(NC(=O)c2ccc([N+](=O)[O-])s2)c1` as listed: i, -1.15
`COC(=O)c1ccc(/C=N\NC(=O)CC(=O)NCCc2ccccc2)cc1` as listed: i, 0.02

Next entries
SMILES	KCNQ2 block	Kir21 inh
Cc1ccc(OCc2nnc(NC(=O)c3ccco3)s2)cc1	i	-0.19
CC(C(=O)O)N1CCCCC1 (stereo not given)	i	2.18
C[C@H](NC(=O)N1CCn2c1nc1ccccc12)C(=O)NCCc1ccccc1	i	-1.27
CCOC(=O)N1CCN(C(=O)C2CCN(Cc3cccc(OCc4ccccc4)c3)CC2)CC1	i	-0.83
CC1(C)CC(NC(=S)NCc2ccc3c(c2)OCO3)CC(C)(C)N1	i	-0.02
CCCn1c(SCC(=O)Nc2cc(Cl)ccc2Cl)n[nH]c1=O	i	-1.26
COc1ccc(-c2noc(C3CCCN(C(=O)c4cccc(C)c4)C3)n2)cc1 (stereo not given)	i	-1
O=S(=O)(Nc1nc2ccccc2nc1NCC1CCCO1)c1ccc(F)cc1 (stereo not given)	i	3.57
COc1ccccc1NC(=O)CN1CCN(c2ccccc2)CC1	i	-0.45
CC(C)Cn1c(N)c(C(=O)COC(=O)c2ccc3ccccc3n2)c(=O)n(C)c1=O	i	0.92
CCOC(=O)c1[nH]c(C)c(CN(Cc2ccco2)C(=O)C(F)(F)F)c1C	i	-1.04
Clc1ccc(-c2n[nH]c3c2CCC3)c(Cl)c1	i	-0.04
CC1CC(=O)N(CC(=O)NCc2ccccc2)c2ccccc2S1(=O)=O (stereo not given)	i	-0.53
O=[N+]([O-])c1ccccc1OCCCn1cnc2ccccc21	i	-1.2
COc1ccccc1-c1nc(-c2cccc(C)c2)no1	i	-0.78
Cc1cc(=O)n2c(nc3ccccc32)[nH]1	i	-0.03
COc1cccc(N(C(=O)CCl)C(C(=O)NCCc2ccccc2)c2cccs2)c1 (stereo not given)	i	-0.29
COc1cccc(NC(=O)CN(C)C(=O)CC(C)c2ccccc2)c1 (stereo not given)	i	0.39
O=C(CCCn1cnc([N+](=O)[O-])n1)Nc1cc(Cl)ccc1O	i	0
Cc1ccc(C(=O)c2ccccc2C(=O)OCC(=O)NCCc2ccc(Cl)cc2Cl)cc1	i	1.04
Cc1c(C(=O)NCCN2CCOCC2)oc2ccccc12	i	-1.35
Cc1ccc(S(=O)(=O)NC2=NCN(Cc3cccnc3)CN2)cc1	i	-0.1
